# Bioassay records as filed in PubChem BioAssay.
# tim23-1 inh – inhibits growth of tim23-1 mutant yeast; S. cerevisiae tim23-1 growth, BacTiter-Glo luminescence, 24 h; actives 1.3% (n = 330,000); inhibition, % at 20 µM;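 active = growth inhibition of the mutant yeast at or above 50%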;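 also: temperature-sensitive mutant grown at 25 °C; plate controls were DMSO-treated mutant yeast for no effect and medium wells lacking yeast for full effect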
# TIM10 inh – inhibits growth of TIM10 yeast strain. S. cerevisiae TIM10 strain growth, BacTiter-Glo luminescence, 24 h. actives 1.4% (n = 330,000). inhibition, % at 10 µM;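 active = inhibition of 40% or more at the single tested concentration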;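 also: wild-type TIM10 isogenic control strain grown at permissive 25 °C; 0% = DMSO yeast wells and 100% = minimal medium wells without yeast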
# UPR CHOP act – apoptotic UPR (CHOP) activation | actives 0.34% (n = 330,000) | activation, % at 10 µM | CHO-CHOP luciferase reporter, luminescence; percent of tunicamycin response over DMSO baseline;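 active = at 10 µM dose, activation of 40% or more, normalized to positive control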;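 also: 100% = tunicamycin at 10 µg/mL and 0% = DMSO alone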
#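 measured by = luciferase luminescence | assay system = CHO-CHOP cells, stable luciferase reporter of PERK-eIF2a-CHOP signalling | amount = 500 reporter cells seeded per well | timing = 6 h compound exposure at 37 °C after overnight seeding | controls = positive tunicamycin 10 µg/mL, negative DMSO alone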
# Mdm2-MdmX inh – human Mdm2/MdmX binding inhibition; O15151+Q00987; SaOS-2 split-luciferase Mdm2/MdmX complementation, luminescence; inhibition, % at 8 µM; actives 3% (n = 330,000);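 active = inhibition of at least 50% at 8 µM in the primary screen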
# APJ antag – antagonists of human APJ apelin receptor; P35414; CHO-K1 APJ beta-arrestin complementation, luminescence; inhibition, % at 20 µM; actives 0.32% (n = 330,000); AID 2521;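 active = inhibition above about 40% at 20 µM, limit read from the data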;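 also: cells challenged with 10 nM apelin-13 agonist together with compound; plate controls were apelin-13 plus DMSO wells for no effect and DMSO wells lacking apelin-13 for full effect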
# Target sequence (P35414 whole entry, looked up): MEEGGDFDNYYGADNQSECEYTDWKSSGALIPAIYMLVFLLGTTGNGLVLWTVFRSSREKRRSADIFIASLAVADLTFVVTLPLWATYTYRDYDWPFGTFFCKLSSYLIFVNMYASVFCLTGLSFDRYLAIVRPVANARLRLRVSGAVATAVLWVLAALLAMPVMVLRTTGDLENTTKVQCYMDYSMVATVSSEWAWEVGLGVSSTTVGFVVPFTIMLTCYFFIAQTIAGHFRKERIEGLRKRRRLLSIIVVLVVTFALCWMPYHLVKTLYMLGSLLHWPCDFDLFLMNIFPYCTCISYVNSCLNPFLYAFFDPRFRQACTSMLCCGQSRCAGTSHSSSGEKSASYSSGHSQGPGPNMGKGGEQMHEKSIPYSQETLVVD
# APJ agonist – APJ receptor agonism | P35414 | CHO-K1 APJ PathHunter beta-arrestin, luminescence; 0% DMSO wells, 100% apelin | activation, % at 20 µM | actives 0.11% (n = 330,000) | AID 2520;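 active = activation more than six SD over the plate average, tested at 20 µM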;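 also: 0% = DMSO alone and 100% = apelin-13 at 10 nM; some results filed as inactive read as strong as hits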
#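 Test system – PathHunter CHO-K1 APJ (AGTRL-1) beta-arrestin reporter cells · Input – 1000 cells/well · Compound – single test compound dose, 20 µM final, 1% DMSO · Times – compound stimulation 90 min at 25 °C, detection 60 min · Technique – beta-gal luminescence · Read-out basis – APJ–arrestin association signal · Control set – negative DMSO alone, positive Apelin-13 at 10 nM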
# CXCR6 inh – inhibitors of human CXCR6 receptor. O00574. inhibition, % at 20 µM. CHO-K1 PathHunter CXCR6 beta-arrestin, luminescence. AID 602244. actives 0.36% (n = 360,000); in the data active = inhibition above about 34%, passing the limit was not always enough;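 also: antagonist mode with CXCL16 agonist at 10 nM final; 0% = 10 nM CXCL16 with DMSO and 100% = unstimulated wells without agonist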
# Target sequence (O00574 whole entry, looked up): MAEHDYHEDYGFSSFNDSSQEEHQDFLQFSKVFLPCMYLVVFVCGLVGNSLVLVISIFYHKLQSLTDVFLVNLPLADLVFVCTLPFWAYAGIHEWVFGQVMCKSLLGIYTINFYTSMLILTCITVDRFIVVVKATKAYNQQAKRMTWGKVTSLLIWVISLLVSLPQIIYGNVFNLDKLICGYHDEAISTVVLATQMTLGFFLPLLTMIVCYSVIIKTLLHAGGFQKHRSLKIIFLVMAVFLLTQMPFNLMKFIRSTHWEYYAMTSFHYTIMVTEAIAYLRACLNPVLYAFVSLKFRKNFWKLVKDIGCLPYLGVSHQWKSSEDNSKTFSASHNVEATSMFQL
# XBP1 UPR activ – adaptive UPR (XBP1) activation. CHO-XBP1 luciferase reporter, IRE1-XBP1 UPR activation, luminescence; percent of tunicamycin response, DMSO as zero. activation, % at 20 µM. actives 0.33% (n = 330,000). AID 463104;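 active = versus positive control, 20 µM dose yields 30% or more activation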;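 also: 100% = tunicamycin at 10 µg/mL and 0% = DMSO only wells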
#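 Material: CHO-XBP1 cells stably carrying IRE1-XBP1-driven luciferase reporter | Medium: F12 with 10% serum | Compound dosing: 20 µM single concentration, DMSO 1% | Incubation: Overnight seeding at 37 °C, 6 h compound treatment at 37 °C | Detection: Steady-Glo luminescence read | Read-out basis: % activation of reporter signal versus tunicamycin and DMSO controls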
# tim10-1 inh – tim10-1 yeast growth inhibition; actives 2.2% (n = 330,000); S. cerevisiae tim10-1 ts strain growth, BacTiter-Glo, 24 h; inhibition, % at 20 µM;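 active = inhibition of at least 40%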;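 also: mutant grown at 25 °C; 0% = DMSO wells with yeast and 100% = wells holding no yeast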
# Starred values were filed as active, the others as inactive; / = no result given; & = joins results of further samples. Some of the compounds tested; count on the stated rates, not on these rows.
# Under each structure – TIM10 inh	APJ antag	UPR CHOP act	CXCR6 inh	APJ agonist	XBP1 UPR activ	Mdm2-MdmX inh	tim23-1 inh	tim10-1 inh
- COC(C(=O)Nc1ccccc1C(=O)N1CCOCC1)c1ccccc1 (configuration not stated)
  2.4	9.5	2.3	-1.6	5.1	-3.8	15.8	11.6	11.8
- CN(Cc1ccccc1)C(=O)Cn1c(=O)oc2cc(S(=O)(=O)N3CCCC3)ccc21
  -1.4	2.8	-1.2	1.8	-2.6	-1.8	12.1	0.0	-19.2
- CC(C)CN(CC(C)C)C(=O)CN1C(=O)NC2(CCc3ccccc3C2)C1=O (configuration not stated)
  9.5	11.3	2.4	2.1	-1.4	-6.2	-15.0	7.0	20.9
- COc1cccc(C(=O)NC(=S)Nc2ccccc2N2CCOCC2)c1
  39.2	2.1	1.0	4.6	-3.4	-1.5	43.8	53.3*	44.1*
- N#Cc1c(N)nc2c(c1-c1ccccc1)CCC2
  21.6	12.8	2.7	0.3	-3.2	3.5	28.9	19.7	26.4
- CC(C)Cc1ccc(CN2CCCC(NC(=O)c3cnc4ccccn4c3=O)C2)cc1 (configuration not stated)
  14.8	-12.1	1.5	7.8	2.7	-5.2	60.0*	32.6	20.0
- COc1cccc(C2=CC(c3ccc(OC)c(OC)c3)NC(=S)N2)c1 (configuration not stated)
  12.6	-12.3	-0.6	/	-3.3	-4.5	-1.6	13.8	10.2
- COC(=O)c1c(-c2ccccc2)csc1NC(=O)CSc1ncnc2sc(C)c(C)c12
  -2.8	18.4	-0.6	7.9	-6.5	-3.1	20.5	10.7	1.1
- Cc1ccc2nsnc2c1N(S(C)(=O)=O)S(C)(=O)=O
  -7.4	-0.2	-2.0	-2.0	-4.2	-2.3	9.7	9.7	12.0
- COc1ccc(-c2nc(N)nc(C)c2Oc2ccccc2Br)c(O)c1
  1.2	-26.0	-0.2	6.6	1.9	-2.6	66.9*	50.4*	33.1
- ClCCN1C2=NCCCN2c2ccccc21
  -0.2	9.9	-0.8	-0.5	-3.5	-3.1	17.5	-4.3	-6.5
- O=C1/C(=C/Nc2ccc3c(c2)OCO3)CCc2ccccc21
  32.6	-22.8	-7.1	13.1	-1.1	-11.1	10.0	44.4	12.5
- Cc1cc(NC(=O)CSCC(=O)N(c2cccc(Cl)c2)C(C(=O)NC2CCCCC2)c2ccc(O)c(O)c2)no1 (configuration not stated)
  2.2	-18.8	3.6	1.5	5.2	0.0	25.9	13.0	4.9
- CCOc1cc(/C=N/NC(=O)CNc2cccc(C)c2)ccc1OC(=O)c1ccccc1
  21.6	-13.4	4.2	-0.8	-2.2	16.8	22.0	16.7	25.4
- O=C(NCc1ccccc1)C12CC3CC(CC(Cl)(C3)C1)C2
  -3.7	-12.7	1.5	-2.7	2.6	-3.7	14.5	30.2	24.0
- Cc1c(-c2nc(-c3ccc(C(F)(F)F)cc3)no2)n(C)oc1=O
  -2.8	-11.3	0.6	4.7	0.5	-3.9	-14.7	-1.0	-5.7
- CCOC(=O)C1(Cc2ccc(OC)cc2)CCN(C(=O)C2CC(=O)N(C3CC3)C2)CC1 (configuration not stated)
  11.5	-3.4	2.6	-4.3	-2.7	-2.8	13.9	14.1	-16.7
- O=C(O)c1ccccc1-c1ccc(/C=C2\SC(=O)N(c3ccccc3)C2=O)o1
  -1.4	8.7	6.9	10.0	0.4	-1.7	-76.3	15.8	10.6
- CCOC(=O)c1nc(C)n(-c2ccc(Cl)cc2Cl)n1
  4.6	-17.9	-1.3	-5.5	-3.3	1.2	-1.7	11.2	7.6
- c1ccc2c(Cn3ccnc3)c[nH]c2c1
  9.8	-3.6	-2.7	-10.4	-2.4	-1.4	14.5	4.6	8.7
- Cc1nn2cc(-c3ccc(Cl)cc3)nc2s1
  2.4	-9.4	-1.6	-7.8	-3.0	-4.0	-105.2	5.3	17.6
- COC(=O)c1ccc([C@H]2CC(=O)O2)cc1
  27.1	9.3	0.2	-10.9	12.1	2.0	4.5	47.6	39.6
- O=C(CNC(=O)c1cc(Cl)nc2ccccc12)Nc1ccccc1Br
  0.0	8.4	1.4	0.9	-1.9	-0.5	15.5	-4.3	0.5
- O=c1cc(CN2CCN(Cc3ccccc3)CC2)c2ccc(O)cc2o1
  2.2	9.8	-2.4	-9.6	1.5	-3.9	18.4	1.6	-3.4
- Cc1ccsc1CCNC(=O)C1CCC(=O)N(CCc2cccc(F)c2)C1 (configuration not stated)
  -0.3	-29.3	3.2	-2.6	-4.4	-1.9	-22.3	-3.7	-6.5
- CC(=O)c1ccc(O)c(CO)c1
  3.5	8.6	-0.6	3.9	-2.2	2.2	0.6	0.5	-4.4
- Cc1nn(Cc2ccccc2)c(C)c1NC(=O)CSc1n[nH]c(C)c1[N+](=O)[O-]
  2.3	10.8	0.8	0.4	-2.7	-0.4	5.7	9.8	6.1
- COCc1nnc(NC(=O)CSCc2ccccc2)s1
  13.1	15.9	-1.3	0.4	-3.0	-4.0	-1.9	6.3	1.3
- CCc1ccc(OCc2n[nH]c(=S)n2C(C)CCCC(C)C)cc1 (configuration not stated)
  35.6	21.4	0.4	26.8	-3.9	-1.8	27.7	7.5	17.0
- Cc1cc(C)c(CSc2nnnn2-c2ccc(C(=O)O)cc2)c(C)c1
  19.1	0.1	-1.5	-3.8	-4.0	-4.2	34.0	21.2	0.9

# Under each structure – TIM10 inh	APJ antag	UPR CHOP act	CXCR6 inh	APJ agonist	XBP1 UPR activ	Mdm2-MdmX inh	tim23-1 inh	tim10-1 inh
- Cc1cc(=O)n2c(c1C#N)SC1CCCCC12O (configuration not stated)
  19.1	7.5	-0.1	-8.6	0.8	-2.9	-15.2	19.7	15.5
- COc1cccc(NC(=O)Cn2c3ccccc3c3nc4n(c(=O)c32)CCS4)c1
  8.6	-7.7	1.9	-3.8	1.0	0.2	12.5	16.2	14.3
- c1cc(CNc2ccc3c(c2)OCO3)ccn1
  4.0	9.7	5.0	-0.7	2.5	0.0	-44.8	10.7	9.5
- CNc1ccccc1C(=O)OCC(=O)c1ccc(F)cc1
  11.9	-0.6	5.3	-8.7	-2.3	1.4	-26.8	20.7	14.4
- COc1ccc(OCC(=O)Nc2ccc(N3CCN(C(=O)c4ccccc4)CC3)c(Cl)c2)cc1
  43.9*	-23.3	2.3	-6.2	1.2	-6.2	-2.9	39.7	59.9*
- C#CCOCCOCCOCCNc1nc(N2CCN(C(=O)CCCCCCCCCCNC(=O)[C@H](CO)n3cc(CCCSC)nn3)CC2)nc(N2CCN(C(=O)CCCCCCCCCCNC(=O)[C@@H]([C@H](C)O)n3cc(C)nn3)CC2)n1
  -0.4	-6.8	0.2	/	4.5	-0.5	2.9	20.7	8.3
- COc1cccc(C(=O)NNC(=O)CCC(=O)O)c1
  -15.7	-5.8	1.8	4.1	-2.1	-1.1	0.6	-8.9	5.1
- Cc1ccc(N(C(=O)C(F)(F)F)C(C(=O)NC2CCCCC2)c2cccs2)cc1 (configuration not stated)
  13.3	14.1	-1.5	9.0	3.8	1.1	-5.7	11.8	9.2
- O=C(CSc1nnc(-c2ccco2)o1)c1ccc[nH]1
  -3.5	7.2	3.6	-9.1	-2.3	-1.5	-39.0	-17.7	-23.7
- CCCN(CCC)Cc1c(C(=O)N/N=C/C(C)=C\c2ccco2)nnn1-c1nonc1N
  9.7	1.1	0.9	-12.1	2.1	14.5	32.7	23.3	15.8
- CC(=O)Nc1nc2ccccc2n1Cc1ccc(C)cc1
  17.8	21.5	3.7	16.2	-3.6	-0.5	6.4	6.3	19.0
- CCOc1cc(N2CCOCC2)c(OCC)cc1NC(=O)COC(=O)[C@@H]1CCCN1S(=O)(=O)c1ccccc1F
  -2.0	-17.6	0.0	-5.5	1.4	-4.5	9.5	12.2	-8.6
- CCCn1c(SCC(=O)N2CCCC(C)C2)nnc1-c1ccccn1 (configuration not stated)
  -11.5	9.4	-0.9	-7.4	-3.9	0.2	14.9	-18.8	-10.7
- CC1Cc2nc(SCC(=O)N3CCCc4ccccc43)n(C)c(=O)c2S1 (configuration not stated)
  -6.0	1.4	-0.6	-0.2	-5.1	0.1	10.3	19.8	11.1
- CCOC(=O)c1c(N2C(=O)Nc3cc(Cl)c(Cl)cc3N2O)sc2c1CCCCC2
  10.0	-2.3	-2.2	3.9	-1.0	-2.9	23.2	22.6	25.1
- Cn1c(SCc2ccc(C#N)cc2)nnc1-c1ccncc1
  -11.7	-6.9	1.5	2.8	-2.3	-4.6	20.0	-10.4	-13.8
- O=C(O)/C=C/c1ccc(Cn2ccnc2)cc1
  -4.6	9.5	1.7	5.8&-3.9	-2.7	-8.0	6.6	3.4	0.7
- O=C(CNC(=O)c1ccc(Br)o1)Nc1ncccc1O
  1.4	-60.1	0.7	-5.9	4.5	-1.0	-10.6	4.8	-4.5
- COc1cc(NS(=O)(=O)c2ccc(NC(=O)/C(=C/c3ccccc3Cl)NC(=O)c3ccccc3)cc2)nc(OC)n1
  15.6	3.6	0.2	4.9	-1.2	-3.4	-22.2	23.9	2.3
- CCOc1ccccc1NC(=O)COC(=O)c1cc[n+]([O-])cc1
  -1.5	-19.9	1.1	-2.2	-2.3	-3.2	13.0	3.1	11.1
- CCn1nc(C)c(NC(=O)CCCSc2nc(-c3ccco3)cc(C(F)(F)F)n2)c1C
  -1.3	-30.1	-3.9	0.4	-3.8	-5.3	11.9	6.5	13.8
- Cc1ccc(S(=O)(=O)Nc2nncs2)cc1
  -11.8	-4.7	-1.1	-8.5	-4.8	-0.4	18.2	1.2	-8.6
- COc1ccc(NC(=O)c2ccccc2NC(=O)C2CCCO2)cc1 (configuration not stated)
  2.2	-3.1	2.0	-4.3	1.0	-0.1	10.5	4.9	-4.8
- COc1ccccc1NC(=O)C1=C(C)Nc2ncnn2C1c1ccccc1C (configuration not stated)
  -14.0	19.7	-0.9	6.2	0.2	-0.9	-28.4	16.8	7.6
- CC(=O)Nc1cccc(C(=O)Nc2cccnc2)c1
  3.9	-5.0	0.1	2.2	-1.3	1.0	4.6	1.4	8.0
- Cc1ccc(SC(=O)c2c([N+](=O)[O-])c(C)nn2C)cc1
  9.3	30.3	17.4	16.5	-1.3	25.5	7.0	21.9	1.6
- COc1ccccc1CNC(=O)c1cc(C)nc2ccccc12
  4.9	8.1	0.3	-1.2	-1.6	-3.6	-17.9	1.2	12.0

# One compound at a time, as listed above.
# Results for COc1ccc(OCC(=O)Nc2ccc(N3CCN(C(=O)c4ccccc4)CC3)c(Cl)c2)cc1 = TIM10 inh = 43.9*; APJ antag = -23.3; UPR CHOP act = 2.3; CXCR6 inh = -6.2; APJ agonist = 1.2; XBP1 UPR activ = -6.2; Mdm2-MdmX inh = -2.9; tim23-1 inh = 39.7; tim10-1 inh = 59.9*
# Results for COc1cc(NS(=O)(=O)c2ccc(NC(=O)/C(=C/c3ccccc3Cl)NC(=O)c3ccccc3)cc2)nc(OC)n1 = TIM10 inh = 15.6; APJ antag = 3.6; UPR CHOP act = 0.2; CXCR6 inh = 4.9; APJ agonist = -1.2; XBP1 UPR activ = -3.4; Mdm2-MdmX inh = -22.2; tim23-1 inh = 23.9; tim10-1 inh = 2.3
